hIAP block: blocks human intestinal alkaline phosphatase; purified IAP, CDP-Star luminescence, 30 min; AID 2544; P09923; inhibition, % at 10 µM; 330,000 tested, 0.12% active;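 active = inhibition reaching a set limit with compound at 10 µM in the primary screen, cut at about 35% in these data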;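 note: plate controls were DMSO wells with enzyme for no effect and no-enzyme buffer wells for full effect; values of inactives mirror those of a sister screen read the other way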
Target sequence (P09923 whole entry, looked up): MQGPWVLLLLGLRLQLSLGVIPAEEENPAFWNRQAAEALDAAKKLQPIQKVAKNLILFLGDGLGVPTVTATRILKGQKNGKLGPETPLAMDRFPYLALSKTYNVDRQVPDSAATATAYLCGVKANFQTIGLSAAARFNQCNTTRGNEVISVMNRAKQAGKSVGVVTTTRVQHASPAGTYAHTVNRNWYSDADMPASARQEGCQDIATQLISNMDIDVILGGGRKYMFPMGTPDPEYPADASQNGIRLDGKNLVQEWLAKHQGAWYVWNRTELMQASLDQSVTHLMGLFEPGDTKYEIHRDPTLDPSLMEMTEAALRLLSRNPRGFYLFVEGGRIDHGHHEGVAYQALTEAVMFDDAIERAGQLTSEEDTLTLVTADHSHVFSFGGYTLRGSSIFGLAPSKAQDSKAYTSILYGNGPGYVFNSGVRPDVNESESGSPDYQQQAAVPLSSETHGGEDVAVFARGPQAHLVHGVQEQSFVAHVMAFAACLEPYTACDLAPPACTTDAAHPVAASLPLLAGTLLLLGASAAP
hIAP act: increases human intestinal alkaline phosphatase activity; P09923; 330,000 tested, 0.16% active; activation factor at 10 µM; purified human IAP, CDP-Star luminescence, 30 min; active compounds read high; 1 = vehicle-only enzyme, 0 = enzyme-free background; AID 2524;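 active = activation factor of the enzyme at least 2-fold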; note: the source names both 10 and 20 µM as test concentration; values of inactives mirror those of a sister screen read the other way
GRIN3A LBD mod: NR3A (human) ligand-binding domain modulation. NR3A LBD differential scanning fluorimetry, Tm shift; 0% = protein alone, 100% = glycine-bound protein. Tm shift relative to glycine control, % at 25 µM. 340,000 tested, 2.5% active. AID 1259313;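 active = melting temperature shift of at least 10% of the positive control shift, at one fixed dose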
APOBEC3G inh: inhibitors of human APOBEC3G DNA deaminase. AID 493012. inhibition, % at 20 µM. recombinant A3G, ssDNA deamination FAM/TAMRA fluorescence. Q9HC16. 330,000 tested, 0.28% active;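 active = inhibition of at least 40% at 20 µM, with no more than 30% in the related APOBEC3A deaminase screen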;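 note: plate controls were DMSO wells with A3G for no effect and wells lacking A3G enzyme for full effect; some compounds called inactive have numbers as strong as hits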
Target sequence (Q9HC16 whole entry, looked up): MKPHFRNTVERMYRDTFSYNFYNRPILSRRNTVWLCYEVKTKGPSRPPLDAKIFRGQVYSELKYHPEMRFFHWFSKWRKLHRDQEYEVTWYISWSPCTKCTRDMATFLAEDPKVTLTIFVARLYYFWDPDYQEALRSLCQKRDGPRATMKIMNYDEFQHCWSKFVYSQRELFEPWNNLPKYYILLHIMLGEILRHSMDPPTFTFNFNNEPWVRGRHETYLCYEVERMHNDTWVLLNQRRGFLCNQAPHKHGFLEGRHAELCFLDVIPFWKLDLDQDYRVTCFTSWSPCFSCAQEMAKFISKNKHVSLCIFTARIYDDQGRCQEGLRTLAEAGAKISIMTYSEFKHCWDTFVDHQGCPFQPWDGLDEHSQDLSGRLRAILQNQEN
mIAP inh: blocks mouse intestinal alkaline phosphatase; purified mouse IAP, CDP-Star luminescence, 30 min; inhibition, % at 10 µM; 330,000 tested, 0.2% active;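 active = inhibition of at least 40% at 10 µM in the primary screen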;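 note: plate controls were DMSO with enzyme for no effect and no enzyme wells for full effect; values of inactives mirror those of a sister screen read the other way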
MPTP block: blocks calcium-induced mitochondrial swelling | isolated mouse mitochondria, Ca2+ swelling absorbance, 30 min | inhibition, % at 10 µM | 360,000 tested, 1.4% active | AID 602449;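 active = inhibition of 50% or more, scaled per plate between neutral and stimulator controls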;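 note: 0% = DMSO wells given calcium and 100% = 1 mM EGTA wells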
APOBEC3A inh: blocks human APOBEC3A ssDNA deamination | recombinant A3A, FAM/TAMRA ssDNA deamination fluorescence | P31941 | inhibition, % at 20 µM | 330,000 tested, 0.41% active;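 active = at least 40% inhibition at 20 µM here, with at most 30% in a related deaminase screen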;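 note: plate controls were A3A with DMSO for no effect and wells lacking A3A enzyme for full effect; some results filed as inactive read as strong as hits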
Target sequence (P31941 whole entry, looked up): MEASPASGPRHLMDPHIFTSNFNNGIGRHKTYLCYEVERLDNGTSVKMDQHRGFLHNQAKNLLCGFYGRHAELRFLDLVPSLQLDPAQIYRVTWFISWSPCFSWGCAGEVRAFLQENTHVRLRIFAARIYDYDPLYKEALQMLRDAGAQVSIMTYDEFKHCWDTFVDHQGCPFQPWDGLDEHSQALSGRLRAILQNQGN
mIAP act: increases mouse intestinal alkaline phosphatase activity | muIAP, CDP-Star luminescence, 30 min; active compounds read high; 1 = vehicle-only enzyme signal, 0 = enzyme-free wells | activation factor at 10 µM | 330,000 tested, 0.24% active | AID 2805;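 active = activation factor of at least 2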; note: the source names both 10 and 20 µM as test concentration; values of inactives mirror those of a sister screen read the other way
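also added = chemiluminescent substrate CDP-Star | test system = mouse IAP enzyme | signal = chemiluminescence readout | compound = DMSO-dissolved test compounds | incubation = 30 min at room temperature | benchmarks = DMSO wells, no-enzyme wells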
beta cell repl: induces beta-cell replication in MIN6 cells | MIN6 cells proliferation, ATPlite luminescence, 48 h; cells starved in 0.2% serum; 100% = growth in 10% serum | proliferation, % at 10 µM | 330,000 tested, 0.29% active | AID 2380;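 active = compounds whose signal lies at least 3.5 SD above the mean of all wells on their plate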;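 note: 0% = DMSO-treated cells in low-serum medium and 100% = 10% serum control; some compounds called inactive have numbers as strong as hits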
The depositor's hits bear a star.

| Structure | hIAP block | hIAP act | GRIN3A LBD mod | APOBEC3G inh | mIAP inh | MPTP block | APOBEC3A inh | mIAP act | beta cell repl |
| --- | --- | --- | --- | --- | --- | --- | --- | --- | --- |
| COC(=O)C1=C(CS(=O)(=O)c2ccc(OC)c(OC)c2)NC(=O)NC1c1ccc(O)c(OC)c1 (stereo unspecified) | -8 | 1.1 | -2 | -4 | -3 | -1.4 | -4 | 1 | -2 |
| CCc1c(C(=O)Nc2nnc(C3CC3)s2)csc1C | -11 | 1.1 | 0 | -2 | 4 | -0.8 | 0 | 0.96 | 0 |
| CCC1=C(C)CN(C(=O)NCCc2ccc(S(=O)(=O)NC(=O)NC3CCC(C)CC3)cc2)C1=O (stereo unspecified) | 0 | 1 | 0 | -6 | -8 | -0.1 | 1 | 1.1 | -1 |
| Cc1ccc(-n2nnnc2CN2CCCCC2)cc1 | -21 | 1.2 | -1 | -2 | 12 | 0.9 | 2 | 0.88 | -1 |
| COc1ccc(-n2c(SCC(=O)Nc3nccs3)nc3sc4c(c3c2=O)CCN(C)C4)cc1 | -5 | 1 | 3 | 2 | 7 | -18 | 0 | 0.93 | 2 |
| CCOc1ccc(C2CC(=O)NC3=C2C(=O)CCC3)cc1 (stereo unspecified) | 26 | 0.74 | 0 | -6 | 8 | 2.8 | 0 | 0.93 | -2 |
| O=C(COC(=O)/C=C/c1ccc(Cl)cc1)Nc1ccc2[nH]c(=O)[nH]c2c1 | -9 | 1.1 | 2 | 14 | -7 | -1.1 | 12 | 1.1 | -1 |
| CCn1cc(C(=O)O)c(=O)c2cc(F)c(N3CCN(C(=S)NC(=O)c4ccccc4F)CC3)cc21 | 2 | 0.98 | -1 | -9 | -4 | 5.3 | -1 | 1 | 2 |
| CCC(=O)Nc1ccc(C(=O)CSc2nc3ccccc3cc2CC)cc1 | -10 | 1.1 | 2 | -8 | 2 | 2.1 | -2 | 0.98 | 1 |
| O=C(c1cc2ccccc2oc1=O)N(Cc1ccc(F)cc1)C1CCS(=O)(=O)C1 (stereo unspecified) | -2 | 1 | 0 | -9 | -1 | 1.5 | -1 | 1 | -3 |
| COc1ccc(NC(=O)CCCCn2c(=O)[nH]c3ccccc3c2=O)cc1 | 2 | 0.98 | 4 | 0 | -4 | 1.9 | 3 | 1 | 1 |
| Cc1nc(-c2cccc(NC(=O)Cc3ccccc3)c2)cs1 | -10 | 1.1 | 0 | -4 | -22 | -0.5 | -1 | 1.2 | -4 |
| O=C(CCCc1ccccc1)Nc1nccs1 | -10 | 1.1 | 1 | -1 | -6 | 0.1 | 5 | 1.1 | 1 |
| N#Cc1cn(CC(=O)O)c2ccccc12 | -32 | 1.3 | -2 | 70* | -16 | -3.7 | -12 | 1.2 | 1 |
| CCOC(=O)NC(=O)CSc1ccc2ccccc2n1 | 4 | 0.95 | 0 | -2 | 2 | -1.7 | 4 | 0.98 | -1 |
| COc1ccc(CCNC(=O)C2CCCN(C(=O)c3ccc(Cl)cc3)C2)cc1 (stereo unspecified) | 16 | 0.84 | 1 | -6 | 1 | 1.0 | -1 | 0.99 | 0 |
| CN(C)S(=O)(=O)c1cccc(NC(=O)CN2C(=O)C3C4C=CC(C4)C3C2=O)c1 (stereo unspecified) | -9 | 1.1 | 0 | -3 | -1 | 2.2 | 2 | 1 | 0 |
| O=C(O)COc1ccccc1Cc1ccccc1 | -11 | 1.1 | 0 | 1 | 3 | 1.0 | -1 | 0.97 | 2 |
| COc1ccc(C(=O)Nc2ccc3ccccc3n2)c(OC)c1OC | -26 | 1.3 | 2 | -9 | -3 | -0.2 | -3 | 1 | -4 |
| Cc1cccnc1NC(=O)c1ccc2c(c1)NC(=O)C(C)S2 (stereo unspecified) | 6 | 0.94 | 0 | -5 | 0 | -1.9 | -1 | 1 | 2 |
| O=C(CSc1nc(O)c(C2CCCCC2)c(=O)[nH]1)Nc1ccc(F)cc1 | 15 | 0.85 | 0 | -3 | 2 | 1.1 | -5 | 0.98 | -1 |
| CCC(C)n1cnc2c(=O)oc3ccccc3c21 (stereo unspecified) | 1 | 0.99 | -1 | -7 | 8 | 0.1 | -1 | 0.92 | -1 |
| CCNC(=O)COC(=O)c1cc(S(=O)(=O)N2CCCc3ccccc32)ccc1Cl | -17 | 1.2 | 0 | -4 | 4 | 3.2 | 0 | 0.96 | 1 |
| CCN(C(=O)C1CSC2(C)CCC(=O)N12)c1nc2c(C)cccc2s1 (stereo unspecified) | -16 | 1.2 | 1 | -13 | 9 | 0.3 | -1 | 0.91 | -4 |
| CCN(CC)CCCC(C)NC(=O)c1cc(=O)c2ccccc2o1 (stereo unspecified) | 3 | 0.97 | -2 | -4 | 5 | 0.1 | 1 | 0.95 | 2 |
| O=C(C[C@H]1C/C=C/CC[C@@H](Cc2ccc(F)cc2)C(=O)O[C@@H](c2ccccc2)CNC1=O)NCCO | -9 | 1.1 | -1 | -8 | -11 | -0.5 | 1 | 1.1 | 1 |
| Cc1ccc(CCNS(=O)(=O)c2cnc[nH]2)cc1 | -4 | 1 | 5 | -7 | -8 | -1.0 | -8 | 1.1 | 0 |
| CCCN(CCC)c1nc(Cl)nc(NCc2ccco2)n1 | 2 | 0.98 | 3 | -5 | 6 | 1.3 | -3 | 0.94 | -4 |
| CNC(=S)N(CCc1c(C)[nH]c2ccc(C)cc12)Cc1cccnc1 | 14 | 0.86 | 3 | -7 | 10 | 0.2 | -4 | 0.9 | 13* |
| COc1ccc(NC(=O)N2CCN(C(=O)Nc3ccc(OC)cc3)CC2)cc1 | -7 | 1.1 | 0 | -4 | -8 | 0.5 | -2 | 1.1 | 4 |

Structural class: the compounds so far containing fluorine
| Structure | hIAP block | hIAP act | GRIN3A LBD mod | APOBEC3G inh | mIAP inh | MPTP block | APOBEC3A inh | mIAP act | beta cell repl |
| --- | --- | --- | --- | --- | --- | --- | --- | --- | --- |
| CCn1cc(C(=O)O)c(=O)c2cc(F)c(N3CCN(C(=S)NC(=O)c4ccccc4F)CC3)cc21 | 2 | 0.98 | -1 | -9 | -4 | 5.3 | -1 | 1 | 2 |
| O=C(c1cc2ccccc2oc1=O)N(Cc1ccc(F)cc1)C1CCS(=O)(=O)C1 (stereo unspecified) | -2 | 1 | 0 | -9 | -1 | 1.5 | -1 | 1 | -3 |
| O=C(CSc1nc(O)c(C2CCCCC2)c(=O)[nH]1)Nc1ccc(F)cc1 | 15 | 0.85 | 0 | -3 | 2 | 1.1 | -5 | 0.98 | -1 |
| O=C(C[C@H]1C/C=C/CC[C@@H](Cc2ccc(F)cc2)C(=O)O[C@@H](c2ccccc2)CNC1=O)NCCO | -9 | 1.1 | -1 | -8 | -11 | -0.5 | 1 | 1.1 | 1 |

Seven structures from above, ordered by formula weight, ascending.
| Structure | hIAP block | hIAP act | GRIN3A LBD mod | APOBEC3G inh | mIAP inh | MPTP block | APOBEC3A inh | mIAP act | beta cell repl |
| --- | --- | --- | --- | --- | --- | --- | --- | --- | --- |
| CCC(C)n1cnc2c(=O)oc3ccccc3c21 (stereo unspecified) | 1 | 0.99 | -1 | -7 | 8 | 0.1 | -1 | 0.92 | -1 |
| CCOc1ccc(C2CC(=O)NC3=C2C(=O)CCC3)cc1 (stereo unspecified) | 26 | 0.74 | 0 | -6 | 8 | 2.8 | 0 | 0.93 | -2 |
| COc1ccc(NC(=O)CCCCn2c(=O)[nH]c3ccccc3c2=O)cc1 | 2 | 0.98 | 4 | 0 | -4 | 1.9 | 3 | 1 | 1 |
| CCN(C(=O)C1CSC2(C)CCC(=O)N12)c1nc2c(C)cccc2s1 (stereo unspecified) | -16 | 1.2 | 1 | -13 | 9 | 0.3 | -1 | 0.91 | -4 |
| CCC(=O)Nc1ccc(C(=O)CSc2nc3ccccc3cc2CC)cc1 | -10 | 1.1 | 2 | -8 | 2 | 2.1 | -2 | 0.98 | 1 |
| CCNC(=O)COC(=O)c1cc(S(=O)(=O)N2CCCc3ccccc32)ccc1Cl | -17 | 1.2 | 0 | -4 | 4 | 3.2 | 0 | 0.96 | 1 |
| COC(=O)C1=C(CS(=O)(=O)c2ccc(OC)c(OC)c2)NC(=O)NC1c1ccc(O)c(OC)c1 (stereo unspecified) | -8 | 1.1 | -2 | -4 | -3 | -1.4 | -4 | 1 | -2 |

Further structures:
| Structure | hIAP block | hIAP act | GRIN3A LBD mod | APOBEC3G inh | mIAP inh | MPTP block | APOBEC3A inh | mIAP act | beta cell repl |
| --- | --- | --- | --- | --- | --- | --- | --- | --- | --- |
| CCOC(=O)C(C)NC(=O)CCc1nnc2ccc(N3CCC(C)CC3)nn12 (stereo unspecified) | -5 | 1.1 | 3 | -3 | -2 | -0.8 | 0 | 1 | -4 |
| CC(C)(C)NC(=O)CSc1nnc(Cc2ccccc2)n1CC1CCCO1 (stereo unspecified) | 10 | 0.9 | -1 | -5 | 9 | -0.9 | 4 | 0.91 | 2 |
| O=C(CSC(=S)N1CCOCC1)Nc1ccc(S(=O)(=O)Nc2ncccn2)cc1 | 10 | 0.9 | 0 | -4 | -16 | 0.1 | -6 | 1.2 | 3 |
| O=C(O)CCNS(=O)(=O)c1ccc(Oc2ccccc2)cc1 | 9 | 0.91 | -2 | 3 | -4 | -1.2 | 6 | 1 | -1 |
| CCOC(=O)CCC(NC(=O)CCCCCCCC(=O)NC(CCC(=O)OCC)C(=O)OCC)C(=O)OCC (stereo unspecified) | 2 | 0.98 | 0 | -4 | 8 | -0.1 | 0 | 0.92 | -4 |
| CCOc1ccccc1N1CCN(Cc2ccc(Br)s2)CC1 | 10 | 0.9 | 8 | 0 | -2 | 0.5 | -1 | 1 | 0 |
| CC(C)(C)c1ccc(C(=O)NCCCNC(=O)c2cccnc2)cc1 | 4 | 0.96 | -1 | -7 | 4 | 0.3 | -1 | 0.96 | -5 |
| CC1CCc2nc(NC(=O)c3cc(C(C)(C)C)nn3C)sc2C1 (stereo unspecified) | -3 | 1 | 2 | -2 | 7 | 0.7 | 0 | 0.93 | -5 |
| CC1CC(C)CN(CCCNC(=O)Cc2c(C(=O)O)[nH]c3ccccc23)C1 (stereo unspecified) | 3 | 0.97 | -4 | -3 | 0 | 0.2 | 0 | 1 | -1 |
| COc1ccc(C(=O)OCC(=O)N2CCc3ccccc3C2)cc1OC | 2 | 0.98 | -1 | -6 | -2 | -0.5 | -5 | 1 | 3 |
| CCCCNC(=O)NS(=O)(=O)c1ccc(NS(=O)(=O)c2ccccc2)cc1 | -4 | 1 | 1 | -6 | 9 | -0.4 | -4 | 0.91 | -1 |
| CCOc1ccc(CN2C(=O)c3ccccc3C2=O)cc1C(=O)O | 4 | 0.96 | -1 | -5 | 10 | 1.5 | -1 | 0.9 | 0 |
| O=C(CCCCCCN1C(=O)c2ccccc2C1=O)NC1CCCCC1 | -3 | 1 | -1 | -4 | -1 | -1.8 | -1 | 1 | -1 |
| COc1cc(S(=O)(=O)N2CCOCC2)ccc1NC(=O)CSc1nnc(N)s1 | 16 | 0.84 | -2 | -8 | 2 | -1.4 | -10 | 0.98 | -5 |

2 records drawn at random from those above, as already listed:
| Structure | hIAP block | hIAP act | GRIN3A LBD mod | APOBEC3G inh | mIAP inh | MPTP block | APOBEC3A inh | mIAP act | beta cell repl |
| --- | --- | --- | --- | --- | --- | --- | --- | --- | --- |
| COc1ccc(C(=O)OCC(=O)N2CCc3ccccc3C2)cc1OC | 2 | 0.98 | -1 | -6 | -2 | -0.5 | -5 | 1 | 3 |
| CC(C)(C)NC(=O)CSc1nnc(Cc2ccccc2)n1CC1CCCO1 (stereo unspecified) | 10 | 0.9 | -1 | -5 | 9 | -0.9 | 4 | 0.91 | 2 |

Assay outcomes: PubChem, Sanford-Burnham Center for Chemical Genomics
